Scp1 inh: blocks human Scp-1 phosphatase activity; Q9GZU7; Recombinant Scp1, phosphopeptide, malachite green phosphate absorbance; inhibition, % at 20 µM; 0.88% of 340,000 active; AID 493091;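 active = inhibition above about 50% at 20 µM, limit read from the data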;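 note: plate controls were DMSO wells with enzyme for no effect and wells lacking enzyme for full effect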
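Test system: SCP-1 catalytic domain; Buffer or medium: Acidic Tris acetate buffer with magnesium and detergent; Also added: Phosphorylated 17-residue peptide substrate; Compound: single 20 µM dose, 1% DMSO; Schedule: enzyme reaction 45 min at room temperature, colour 5 min, stabilisation 30 min; Signal: Phosphate-binding colour reagent, absorbance read at 630 nm.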
SUMO1 PPI mod: alters human SUMO1 binding to SIM partners. AID 602429. 0.33% of 360,000 active. SUMO1 binding to a labelled peptide, TR-FRET, 1 h. P63165. inhibition, % at 20 µM; in the data active = inhibition above about 37%
Rpn11 inh: inhibitors of human proteasome Rpn11 | O00487 | human 26S proteasome, Ub4-pepOG fluorescence polarization; 20S core pre-blocked with epoxomicin | calls only at 20 µM | 0.59% of 360,000 active | AID 588493;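 active = inhibition at 20 µM, scaled to each plate's controls, above about 33%, limit read from the data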
Target sequence (O00487 whole entry, looked up): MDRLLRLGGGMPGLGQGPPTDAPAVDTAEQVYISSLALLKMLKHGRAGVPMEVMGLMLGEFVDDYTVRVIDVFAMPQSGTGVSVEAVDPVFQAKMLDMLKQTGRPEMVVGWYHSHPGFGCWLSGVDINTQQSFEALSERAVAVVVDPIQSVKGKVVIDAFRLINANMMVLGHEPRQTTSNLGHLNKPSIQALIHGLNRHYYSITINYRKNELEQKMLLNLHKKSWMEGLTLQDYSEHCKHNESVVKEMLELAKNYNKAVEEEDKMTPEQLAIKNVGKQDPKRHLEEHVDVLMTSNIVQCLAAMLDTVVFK
DNMT1 inh: blocks human DNA methyltransferase DNMT1 | 0.83% of 360,000 active | inhibition (reported as % activation of signal), % at 10 µM | DNMT1 molecular beacon, Hinp1I cleavage, fluorescence | AID 588458; in the data active = inhibition above about 50%
NadD inh: NadD (S. aureus) enzyme inhibition | purified NadD enzyme, colorimetric absorbance read-out | inhibition, % at 20 µM | 0.78% of 360,000 active; in the data active = inhibition above about 26%; note: some compounds past the cut are filed as inactive
TbMetRS inhib: blocks T. brucei methionyl-tRNA synthetase activity. 0.4% of 360,000 active. AID 624268. inhibition, % at 11.9 µM. purified T. brucei MetRS, ATP depletion, Kinase-Glo luminescence;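 active = inhibition above a per-plate cutoff of the control wells' mean inhibition plus 3 SD, cut at about 5.5% in these data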;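 note: 0% = DMSO wells median and 100% = median of wells with control inhibitor compound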
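Material: T. brucei methionyl-tRNA synthetase, purified; reagent: substrates ATP, L-methionine and bulk Escherichia coli tRNA; dosing: 11.9 µM single point; timing: 15 min plus 2 h at 25 °C; detection: luminescence of leftover ATP; evaluation: % inhibition; control set: DMSO-only wells as low control; replicates: singlicate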
LMPTP block: blocks human LMPTP phosphatase. P24666. recombinant LMPTP-A, OMFP fluorogenic substrate, fluorescence intensity. inhibition, % at 20 µM. 0.22% of 360,000 active;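 active = compounds that cut the enzyme signal by at least half of the control window in the single-dose screen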;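 note: plate controls were DMSO wells with enzyme plus substrate for no effect and substrate without enzyme for full effect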
Target sequence (P24666 whole entry, looked up): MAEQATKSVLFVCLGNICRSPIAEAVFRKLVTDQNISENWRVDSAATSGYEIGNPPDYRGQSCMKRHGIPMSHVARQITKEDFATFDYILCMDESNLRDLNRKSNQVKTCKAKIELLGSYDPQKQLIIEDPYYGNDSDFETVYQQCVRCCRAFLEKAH
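Assay system: LMPTP-A enzyme. Input: 0.625 nM LMPTP-A final. Probe or stimulus: 400 µM OMFP. Compound dosing: single 20 µM dose. Schedule: 50 min dark incubation at room temperature. Detection: fluorescence intensity of OMFP turnover product. Read-out: percent inhibition versus substrate-only and uninhibited controls. Benchmarks: no-enzyme low control, uninhibited high control.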
STEP block: STEP (human) phosphatase inhibition; AID 588621; inhibition, % at 20 µM; recombinant STEP, OMFP fluorogenic substrate, fluorescence; 0.25% of 360,000 active;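 active = inhibition at 20 µM, scaled per plate between control wells, above about 37%, limit read from the data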;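 note: 0% = DMSO with enzyme and substrate and 100% = substrate only without enzyme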
Target sequence (P54829 whole entry, looked up): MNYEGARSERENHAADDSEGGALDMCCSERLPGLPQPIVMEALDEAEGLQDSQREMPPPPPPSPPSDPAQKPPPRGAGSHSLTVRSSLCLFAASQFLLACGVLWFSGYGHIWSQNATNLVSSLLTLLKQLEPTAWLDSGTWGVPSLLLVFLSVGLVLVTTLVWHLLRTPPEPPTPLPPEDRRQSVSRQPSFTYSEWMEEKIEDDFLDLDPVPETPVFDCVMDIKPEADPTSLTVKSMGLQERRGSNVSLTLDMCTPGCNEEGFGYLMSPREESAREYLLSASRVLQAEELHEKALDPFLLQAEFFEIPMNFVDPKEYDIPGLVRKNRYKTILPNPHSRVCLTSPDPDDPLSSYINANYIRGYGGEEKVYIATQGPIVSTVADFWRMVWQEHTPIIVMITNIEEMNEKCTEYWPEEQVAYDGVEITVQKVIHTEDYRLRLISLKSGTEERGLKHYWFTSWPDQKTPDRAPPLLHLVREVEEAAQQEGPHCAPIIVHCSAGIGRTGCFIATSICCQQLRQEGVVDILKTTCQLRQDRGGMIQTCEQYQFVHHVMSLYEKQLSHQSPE
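Measure: Control-normalized % inhibition with plate pattern correction | Test system: STEP phosphatase, cell-free reaction | Medium: pH 6.0 Bis-Tris with DTT and Tween 20 | Technique: Fluorescence, 480/540 nm | Times: Reaction 20 min, ambient temperature | Doses: Single compound dose of 20 µM, 1% DMSO final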
PABP1 MLLE inh: blocks PAM2 peptide binding to the PABP1 MLLE domain; P11940; inhibition, % at 20 µM; 0.36% of 360,000 active; GST-MLLE / FITC-PAM2 fluorescence polarization; AID 588489; in the data active = inhibition above about 35%, passing the limit was not always enough;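 note: plate controls were DMSO wells with GST-MLLE for no effect and wells lacking GST-MLLE protein for full effect; some results filed as inactive read as strong as hits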
CSN inh: inhibitors of human CSN-mediated cullin deneddylation. Q92905. Purified CSN, SCF-Nedd8-OG deneddylation, fluorescence polarization. inhibition, % at 12.5 µM. 0.38% of 360,000 active. AID 651999;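 active = pattern-corrected inhibition above about 35%, with an unprinted fluorescence ratio check between 0.5 and 1.5, limit read from the data, passing the limit was not always enough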;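 note: 0% = enzyme with substrate and 100% = substrate without enzyme; some results filed as inactive read as strong as hits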
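Assay system: purified human Csn5 enzyme expressed in HEK293T cells; Input: 0.24 nM Csn5 enzyme, final concentration; Reagent: 10 nM SCFSkp2-Nedd8OG; Compound dosing: 12.5 µM single point; Times: reaction 90 min, room temperature; Technique: fluorescence polarization readout.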
* hit, by the source's call; i = inactive; / = not tested or not shown.

Under each structure – Scp1 inh	SUMO1 PPI mod	Rpn11 inh	DNMT1 inh	NadD inh	TbMetRS inhib	LMPTP block	STEP block	PABP1 MLLE inh	CSN inh
1: COc1ccc2cc(C3=CCCCC3)ncc2c1
    0	-15	i	-2	4	-0.1	2.9	-1	-1	0
2: N/C(Cc1cccs1)=N\OC(=O)COc1ccc(Cl)cc1Cl
    -6	-2	i	-1	-11	-0.4	3.3	2	0	-7
3: OCc1ccccc1CN1CCCCCC1
    -4	-4	i	0	9	-0.4	0.2	-1	17	2
4: CC(C)OC(=O)C[N+](C)(C)CCN1C(=O)C2C(c3ccccc3)C=CC(c3ccccc3)C2C1=O (stereo not drawn)
    3	-1	i	-6	-4	0.9	0.8	-4	2	-1
5: Clc1ccc(/C=N/N2CCCCC2)cc1
    -11	-3	i	1	-5	-0.6	-0.6	3	-11	-7
6: COc1cc2sc(NC(=O)c3ccco3)nc2cc1Cl
    2	5	i	1	-2	-1.4	3.3	-1	-5	5
7: CC(C(=O)NC(C)(C)C)N(C(=O)CS(=O)CC(=O)Nc1ccc(F)cc1)c1ccccc1F (stereo not drawn)
    -7	0	i	-4	2	-0.5	0.1	0	-6	-2
8: CN(C)c1ccnc(-n2cccc2/C=N/O)c1C#N
    -4	1	i	4	1	-1.2	1.2	1	2	-8
9: O=C(c1ccccc1)N1CCN(C(=O)c2ccncc2)CC1
    -2	-3	i	2	-6	0.0	-0.8	-1	-12	-1
10: O=C(CN1CCN(c2ncc(C(F)(F)F)cc2Cl)CC1)N1CCN(c2ncc(C(F)(F)F)cc2Cl)CC1
    9	2	i	-3	-5	0.1	4.8	3	-3	4
11: CC(=O)/C=N/Nc1ccccc1
    2	-9	i	2	2	-0.1	-0.1	0	-7	3
12: O=C(CNC(=O)c1ccco1)N/N=C/c1ccc(O)c([N+](=O)[O-])c1
    -1	-4	i	5	-1	-1.0	-4.0	1	0	10
13: CCCN1CCC(NC(=O)Nc2ccc([N+](=O)[O-])cc2)CC1
    -3	-10	i	-4	-5	0.1	-0.8	1	-2	0
14: C#CC1(N2CCCCC2)CCCCC1
    /	24	i	7	1	-0.2	-1.7	2	7	-1
15: N#Cc1cccc(C(=O)C(=O)N2CCC(Cc3ccccc3)CC2)c1
    /	0	/	/	/	-0.2	1.1	/	/	2
16: O=C(Nc1ccc(Cl)cc1F)C1CC1
    -7	-3	i	3	4	0.3	-1.0	-1	1	-8
17: CCN(CC)c1ccc(C(=S)NC2CCCCC2)cc1
    2	0	i	0	-13	-0.3	2.4	8	29	-4
18: CCOc1ccc(NC(=O)Cn2cc(C(=O)C3CC3)c3ccccc32)cc1
    1	-2	i	-3	-1	-0.8	0.1	2	8	-3
19: c1ccc(COc2ccccc2CNCc2cccnc2)cc1
    -5	-2	i	-2	0	-0.6	-1.1	0	5	6
20: Cc1oc2c(c1C(=O)NC(Cc1c[nH]c3ccccc13)C(=O)O)CCCC2 (stereo not drawn)
    -11	3	i	0	1	-0.7	-1.0	2	-2	2
21: COc1cc(NC(=O)CCS(=O)(=O)c2ccc3c(c2)oc(=O)n3C)cc(OC)c1OC
    1	-2	i	0	-1	0.1	-1.5	0	13	3
22: COc1cc(NC(=O)C2CCCN(S(=O)(=O)c3ccc4[nH]c(=O)ccc4c3)C2)cc(OC)c1 (stereo not drawn)
    -1	2	i	-1	5	0.4	0.4	-2	-5	0
23: CC(C)(C)OC(=O)CNC(=O)c1[nH]cnc1C(=O)N[C@@H](CCCCNC(=O)OC(C)(C)C)C(=O)OC(C)(C)C
    -4	-2	i	-1	5	-0.3	1.8	0	-12	-7
24: CC(=O)c1ccc(Oc2cc(C)nc(NCc3ccccc3)n2)cc1
    0	0	i	-9	0	0.1	1.1	8	-5	0
25: CC(=O)Nc1ccc(C(=O)N2CCCCC2c2cc(C(=O)Nc3ccccc3)no2)cc1 (stereo not drawn)
    /	0	i	2	-3	-0.4	-0.4	0	-18	3
26: C=CCn1c(C)csc1=Nc1ccc(C(C)=O)cc1
    -1	-6	i	4	7	-0.6	-1.1	6	-3	-3
27: N#Cc1cc2c(nc1SCC(O)CS(=O)(=O)Cc1ccc(Cl)cc1)CCCC2 (stereo not drawn)
    -7	-11	i	-4	-1	0.3	1.8	0	3	-5
28: CC(C)NC(=O)c1onc(CSc2ccc(C(C)C)cc2)c1C(=O)O
    -6	9	i	0	-4	0.1	-0.3	-2	9	3
29: COc1ccccc1-n1nc(C(=O)O)c2ccccc2c1=O
    -5	1	i	3	-1	-0.7	-1.6	-3	6	2
30: COc1ccc(Br)cc1S(=O)(=O)N1CCCc2ccccc21
    -18	-2	i	1	5	-0.5	3.5	2	18	0

Profiles, quoted from the list. Values in the order: Scp1 inh	SUMO1 PPI mod	Rpn11 inh	DNMT1 inh	NadD inh	TbMetRS inhib	LMPTP block	STEP block	PABP1 MLLE inh	CSN inh
COc1ccccc1-n1nc(C(=O)O)c2ccccc2c1=O is listed with -5	1	i	3	-1	-0.7	-1.6	-3	6	2
N#Cc1cc2c(nc1SCC(O)CS(=O)(=O)Cc1ccc(Cl)cc1)CCCC2 (stereo not drawn) is listed with -7	-11	i	-4	-1	0.3	1.8	0	3	-5

Returning to the listing, starting 4 compounds before the break.
Under each structure – Scp1 inh	SUMO1 PPI mod	Rpn11 inh	DNMT1 inh	NadD inh	TbMetRS inhib	LMPTP block	STEP block	PABP1 MLLE inh	CSN inh
27: N#Cc1cc2c(nc1SCC(O)CS(=O)(=O)Cc1ccc(Cl)cc1)CCCC2 (stereo not drawn)
    -7	-11	i	-4	-1	0.3	1.8	0	3	-5
28: CC(C)NC(=O)c1onc(CSc2ccc(C(C)C)cc2)c1C(=O)O
    -6	9	i	0	-4	0.1	-0.3	-2	9	3
29: COc1ccccc1-n1nc(C(=O)O)c2ccccc2c1=O
    -5	1	i	3	-1	-0.7	-1.6	-3	6	2
30: COc1ccc(Br)cc1S(=O)(=O)N1CCCc2ccccc21
    -18	-2	i	1	5	-0.5	3.5	2	18	0
31: CCOC(=O)CNc1c(N2CCN(c3ccccn3)CC2)c(=O)c1=O
    -16	5	i	0	-3	0.6	-1.1	2	-8	-2
32: Cc1nc(CN2CCN(C(=O)CCc3nnc(Cc4c[nH]c5ccccc45)o3)CC2)cs1
    -7	4	i	-1	0	0.1	-0.7	6	0	6
33: Cc1csc(NC(=O)C2CCCCC2)n1
    0	1	i	0	-5	-0.5	-0.1	2	3	-3
34: O=C(O)Cc1ccc2oc(-c3cccnc3)nc2c1
    2	4	i	2	0	0.3	-0.1	-2	7	-6
35: C=CCOc1cccc(C(=O)Nc2ncn[nH]2)c1
    -2	2	i	2	-5	-1.7	-1.0	0	0	1
36: Cc1sc2nc(SCC(=O)O)[nH]c(=O)c2c1C
    -7	1	i	-4	1	-0.2	-0.4	-1	-8	-1
37: CCCc1cc(=O)[nH]c(SCCN2C(=O)c3ccccc3C2=O)n1
    -9	-3	i	1	1	-0.3	0.6	0	6	0
38: CCCC[C@@H]1CNC(=O)C(=O)N1CCc1cc(C(F)(F)F)cc(C(F)(F)F)c1
    -5	2	i	13	-1	-0.1	-1.7	4	6	-1
39: Cc1nc2c(C#N)c[nH]n2c(=O)c1Cc1ccccc1
    0	10	i	0	3	-1.3	0.3	-3	-24	-2
40: COc1ccc(C(O)c2nc(-c3cnn(C)c3)cs2)cc1 (stereo not drawn)
    /	-1	i	3	-7	0.4	-2.4	0	-8	0
41: CC(Oc1ccc(Br)cc1)C(=O)NCCCN1CCCC1=O (stereo not drawn)
    0	3	i	3	-5	-0.6	-0.8	1	-9	-7
42: CCOC(=O)/C=C/[C@H]1Cc2ccccc2CO1
    5	-4	i	2	-3	-0.5	-0.4	-4	12	-4
43: COc1ccc(OC)c(CNC(=O)Cn2nc(C)c3c(C)n(-c4ccc(C)cc4)nc3c2=O)c1
    10	12	i	0	-12	0.1	3.0	8	15	2
44: COc1ccc(S(=O)(=O)Nc2c(C)nc3nc[nH]n3c2=O)cc1
    -5	0	i	0	2	0.1	-1.5	-2	-11	-12
45: CCn1c2ccccc2c2cc(NC(=O)C(C)Oc3ccccc3)ccc21 (stereo not drawn)
    -6	2	i	0	-3	-0.4	4.0	2	-6	-1
46: CCCC(C(=O)NCCc1ccc(S(N)(=O)=O)cc1)c1ccccc1 (stereo not drawn)
    1	0	i	-2	-3	-0.5	0.4	0	-8	0
47: CCc1ccc(C(=O)N2CCN(c3ccc(NC(=O)c4ccco4)cc3)CC2)cc1
    -5	7	i	1	0	-0.5	-0.5	3	-3	2
48: Cc1ncc(CN2CCC(C(=O)Nc3ccc(-n4cccn4)cc3)CC2)s1
    -7	0	i	0	-1	-0.2	0.4	0	3	-5
49: COc1ccc(OCc2cc(C(=O)N3CCOCC3)no2)c(Cl)c1
    -6	3	i	-1	-2	0.9	0.3	2	7	5
50: O=C(CCN1C(=O)C2C3C=CC(C3)C2C1=O)NC1CCCCC1 (stereo not drawn)
    9	-2	i	1	2	-0.9	-0.7	-1	4	-2
51: Cc1c(N=Cc2nc3ccccc3[nH]2)c(=O)n(-c2ccccc2)n1C
    -3	-12	i	-2	-3	-0.4	-0.1	-3	-5	-1
52: COc1cccc(NC(=O)CCS(=O)(=O)c2ccc3c(c2)oc(=O)n3C)c1
    3	1	i	-2	-7	0.2	-1.1	1	-3	2

Four entries out of the list above, ordered by the value under TbMetRS inhib, high to low:
No.	SMILES	TbMetRS inhib
40	COc1ccc(C(O)c2nc(-c3cnn(C)c3)cs2)cc1 (stereo not drawn)	0.4
48	Cc1ncc(CN2CCC(C(=O)Nc3ccc(-n4cccn4)cc3)CC2)s1	-0.2
51	Cc1c(N=Cc2nc3ccccc3[nH]2)c(=O)n(-c2ccccc2)n1C	-0.4
46	CCCC(C(=O)NCCc1ccc(S(N)(=O)=O)cc1)c1ccccc1 (stereo not drawn)	-0.5

Laid out differently: results already given.
no.	Molecule	Scp1 inh	SUMO1 PPI mod	Rpn11 inh	DNMT1 inh	NadD inh	TbMetRS inhib	LMPTP block	STEP block	PABP1 MLLE inh	CSN inh
40	COc1ccc(C(O)c2nc(-c3cnn(C)c3)cs2)cc1 (stereo not drawn)	/	-1	i	3	-7	0.4	-2.4	0	-8	0
1	COc1ccc2cc(C3=CCCCC3)ncc2c1	0	-15	i	-2	4	-0.1	2.9	-1	-1	0

From PubChem
